Screening data as filed in PubChem.
INS-1E GSIS act – GLuc luminescence reporter in INS-1E cells, primary screen for activators of glucose-dependent secretion of insulin. INS-1E GLuc reporter insulin secretion, 2-3 h. 370,000 compounds, 0.61% hits. activation, % at 16.6 µM;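 active means lowest replicate activation of at least 40%, so every replicate reaches that level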;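 further: 0% = median of neutral control wells and 100% = median of IBMX positive control wells; some compounds called inactive have numbers as strong as hits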
F508del corr – F508del CFTR correction, initial screen, CFBE line, single point; AID 720511, 2013; 350,000 compounds, 0.36% hits; CFBE cells, YFP halide quenching; stimulated with forskolin plus potentiator P3; % fluorescence drop versus neutral controls; activity (quench increase), % at 7.58 µM;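 active means mean added fluorescence quench of at least 8% versus neutral control, with both replicates also reaching 8%; inconclusive means only one of the mean or replicate conditions met; inactive means mean below 8% and not both replicates reaching 8%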;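 further: cells transiently co-express mutant CFTR-F508del with the halide-sensitive YFP; corrector assay measuring rescue of mutant channel to the surface after 24 h compound exposure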
ARNT TACC3 PPI – disruptors of ARNT/TACC3 protein interaction, primary screen, biochemical, AlphaScreen, single concentration | Transforming acidic coiled-coil-containing protein 3 (Homo sapiens), Q9Y6A5 | AlphaScreen His-ARNT PAS-B/GST-TACC3 binding, luminescence; TACC3 fragment carries E629A point mutation | inhibition, % at 9.99 µM | 390,000 compounds, 0.66% hits;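 active means mean inhibition of replicates at least 50% and at least half of replicates each reaching 50%; inconclusive means half or more replicates reach 50% but mean below 50%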;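 further: 0% = complete ARNT plus TACC3 wells and 100% = ARNT alone without TACC3; many hits fall short of the cut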
ERp5 inh – inhibitors of ERp5-driven insulin aggregation, primary screen, biochemical, turbidity, absorbance 650 nm, single point; 350,000 compounds, 0.05% hits; inhibition, % at 9.99 µM; 90 min;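 active means mean replicate inhibition above about 25%, with every replicate also reaching it, limit read from the data, passing the limit was not always enough; inconclusive means only one of those two criteria met; inactive means neither criterion met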
Target sequence (Q15084 whole entry, looked up): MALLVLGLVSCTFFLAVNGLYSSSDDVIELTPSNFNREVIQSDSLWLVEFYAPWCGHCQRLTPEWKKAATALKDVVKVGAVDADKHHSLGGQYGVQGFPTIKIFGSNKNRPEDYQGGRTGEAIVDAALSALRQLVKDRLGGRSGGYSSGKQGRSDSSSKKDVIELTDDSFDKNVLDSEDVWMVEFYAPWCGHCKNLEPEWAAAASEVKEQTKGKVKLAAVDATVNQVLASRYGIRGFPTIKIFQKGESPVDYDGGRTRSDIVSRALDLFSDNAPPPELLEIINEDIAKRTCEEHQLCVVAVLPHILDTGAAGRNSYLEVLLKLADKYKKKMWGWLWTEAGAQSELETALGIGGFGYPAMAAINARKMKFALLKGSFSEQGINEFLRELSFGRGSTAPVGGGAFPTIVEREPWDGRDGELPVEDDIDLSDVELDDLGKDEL
DENV2 CPE rescue – inhibitors of DENV2 cytopathic effect, primary screen, cell-based, plate reader, single concentration; CPE inhibition, % at 9.99 µM; DENV2-infected cells, cytopathic effect rescue; AID 651640, 2012; 350,000 compounds, 1.7% hits; in the data active means CPE inhibition above about 20%, passing the limit was not always enough; inconclusive means no clear call, values can overlap the other calls; tested in BHK-21 cells;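 further: 0% = median of neutral control wells and 100% = median of positive control wells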
EWS-Fli inh – EWS/Fli-driven NR0B1 reporter inhibitors, primary screen, A673 cells, NR0B1 luciferase, luminescence, MLPCN library; viability-normalised; inhibition, % at 12.6 µM; 350,000 compounds, 0.67% hits;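 active means mean inhibition of at least 50% after viability correction, with every replicate also passing that limit; inconclusive means mean reaches 50% but only one of two replicates passes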;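 further: firefly luciferase signal divided by Alamar Blue viability fluorescence both relative to DMSO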
PAX8 inh HTS – inhibitors of PAX8-driven TPO luciferase reporter, primary screen, RMG-I cells, single concentration; 360,000 compounds, 1.2% hits; AID 652154, 2013; SteadyGlo, 24 h; inhibition, % at 12.6 µM;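 active means mean replicate inhibition at least 60% with every replicate also reaching 60%; inconclusive means only one of the two criteria is met; inactive means mean below 60% and not all replicates reaching 60%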;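 further: luciferase light reporting Pax8 driven TPO promoter activity; plate controls were median of neutral control wells for no effect and mitoxantrone controls for full effect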
Xi reactivation – activators of inactive X chromosome reactivation, primary screen, imaging, XiGFP fibroblasts, GFP high-content imaging, set 2; XiGFP mouse fibroblasts, % GFP-positive cells imaging, 3 d; cells co-treated with 5-aza-dC sensitizer; scaled so ellipticine positive control = 100%; activation, % at 7.58 µM; 360,000 compounds, 0.055% hits; AID 743238, 2013;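 active means mean normalized replicate activation at least 10% and every replicate at or above 10%; inconclusive means only one of the two criteria met; inactive means mean below 10% and not all replicates reach 10%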;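 further: 0% = median of on-plate neutral control wells and 100% = ellipticine 6 µM median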
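Assay system – SV40-immortalized XiGFP fibroblast cells, line 68-5-11 · Buffer or medium – DMEM supplemented with 5-aza-dC as sensitizing agent · Dosing – one concentration, pinned · Benchmarks – positive control ellipticine, 6 µM final · Times – 3 days compound exposure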
Numbers without * were called inactive; ? = inconclusive; . = no result given. Hits appear at their usual frequency. Share with any hit: about 4.2%.

SMILES | INS-1E GSIS act | F508del corr | ARNT TACC3 PPI | ERp5 inh | DENV2 CPE rescue | EWS-Fli inh | PAX8 inh HTS | Xi reactivation
CCOC(=O)/C(C#N)=N\Nc1cc(Cl)ccc1OC | -2 | -1.6 | -7 | -3 | 1 | 20 | -5 | 0.1
O=C(CN1C(=O)C2CC=CCC2C1=O)OCc1cc(=O)n2cc(Br)ccc2n1 (stereo not drawn) | 16 | -5.4 | -3 | -2 | . | -5 | 10 | 0.2
O=C(Nc1ccc2c(c1)OCCO2)C(=O)c1c[nH]c2ccccc12 | 16 | 3.9 | . | 3 | -1 | . | -33 | -0.1
Cc1ccc(CN2CCN(Cc3nc4c(s3)CCCC4)CC2CCO)cc1 (stereo not drawn) | 7 | -1.5 | -4 | 3 | 10 | 7 | 7 | 0.2
Cc1onc(-c2ccccc2)c1C(=O)N(C)CCc1ccccn1 | 6 | -0.1 | 1 | 0 | -8 | 3 | 8 | 0.0
O=C1/C(=C/c2cccnc2)Oc2cc(OS(=O)(=O)c3ccc(F)cc3)ccc21 | 0 | -2.5 | 60* | 8 | -9 | 7 | . | .
c1ccc(COc2ncnc3c2ncn3CCCNCCN2CCOCC2)cc1 | 3 | 6.7 | 1 | 3 | 5 | -7 | -3 | 0.5
COC(=O)C1=C(C)N(Cc2ccccc2C(F)(F)F)C(=NCc2ccccc2)NC1CCc1ccccc1 (stereo not drawn) | -31 | 3.8 | . | 0 | 91* | 12 | 5 | -0.1
CCNC(=O)C1(C)CCCN(C(=O)Cc2ccc(OC)c(OC)c2)C1 (stereo not drawn) | . | -1.4 | . | -1 | 15 | -3 | -9 | 0.1
CO[C@@H]1CN(C)C(=O)c2ccc(NC(=O)c3cccc(F)c3)cc2OC[C@@H](C)NC[C@@H]1C | 8 | 0.6 | 3 | 5 | -2 | 6 | . | 0.2
Cc1noc(C)c1S(=O)(=O)Nc1ccc2c(c1)C(=O)N([C@H](C)CO)C[C@@H](C)[C@H](CN(C)C(=O)NC(C)C)OCCCC[C@@H](C)O2 | 12 | -0.4 | -9 | 0 | -8 | -7 | 16 | 0.1
CC(C)CC#Cc1cnc2c(c1)C(=O)N([C@@H](C)CO)C[C@@H](C)[C@H](CN(C)S(=O)(=O)c1cccs1)O2 | 7 | 2.2 | 4 | 1 | 7 | -1 | . | -1.2
Cc1ccccc1-c1ccc2c(c1)O[C@H](CN(C)C)[C@H](C)CN([C@@H](C)CO)S2(=O)=O | 16 | -2.9 | -3 | -4 | 5 | -3 | . | 0.3
CCS(=O)(=O)N[C@H]1C=C[C@@H](CC(=O)NCc2ccc(Cl)cc2)O[C@@H]1CO | -11 | -2.3 | 2 | 10 | 10 | 1 | 12 | -0.3
Cc1cccc(/C(N)=N/OC(=O)CCc2ccccc2)c1 | 4 | -2.5 | -1 | 3 | 5 | -95 | . | .

Another view of two compounds above:
molecule	INS-1E GSIS act	F508del corr	ARNT TACC3 PPI	ERp5 inh	DENV2 CPE rescue	EWS-Fli inh	PAX8 inh HTS	Xi reactivation
Cc1ccc(CN2CCN(Cc3nc4c(s3)CCCC4)CC2CCO)cc1 (stereo not drawn)	7	-1.5	-4	3	10	7	7	0.2
Cc1onc(-c2ccccc2)c1C(=O)N(C)CCc1ccccn1	6	-0.1	1	0	-8	3	8	0.0

(cont.)
SMILES | INS-1E GSIS act | F508del corr | ARNT TACC3 PPI | ERp5 inh | DENV2 CPE rescue | EWS-Fli inh | PAX8 inh HTS | Xi reactivation
CC1CCCCC12NC(=O)N(CC(=O)N1CCN(S(=O)(=O)c3ccc(Cl)s3)CC1)C2=O (stereo not drawn) | 22 | -2.6 | . | -12 | -5 | -1 | 7 | 0.0
COc1ccccc1-c1ccc2c(c1)[C@H]1[C@H](CCN1S(=O)(=O)c1cn(C)cn1)[C@H](CO)N2 | 14 | 0.9 | 5 | -1 | ? | -47 | -58 | 0.0
O=C(Cc1cn(Cc2cccc(Cl)c2)c2ccccc12)N1CCCCCC1 | -1 | 3.5 | 19 | -3 | -2 | 7 | 3 | -0.1
Cc1cccc(-c2nnc(SC(C)C(=O)N3CCOCC3)o2)c1 (stereo not drawn) | -9 | -0.1 | 0 | 5 | -5 | . | -12 | 0.0
CCOC(=O)C1=NN(C(=O)COc2ccccc2)C(O)(c2ccc(Cl)cc2)C1 (stereo not drawn) | 8 | 0.2 | -3 | 6 | -9 | 4 | 9 | -0.1
O=C1CN(C(=O)/C=C/c2ccc(Cl)cc2)c2ccccc2N1 | -3 | -1.5 | 5 | -4 | -7 | 3 | -2 | 0.0
COc1ccc(S(=O)(=O)N(C)C[C@H]2OCCCC[C@H](C)Oc3ccc(NC(=O)Cc4ccccc4)cc3C(=O)N([C@@H](C)CO)C[C@@H]2C)cc1 | -10 | -3.0 | 13 | -8 | 27* | 0 | 11 | 0.2
O=C(C[C@H]1CC[C@@H]2[C@H](COC[C@H](O)CN2S(=O)(=O)c2cccc(Cl)c2)O1)Nc1ccccc1 | -23 | -1.9 | -7 | 5 | 2 | 7 | 0 | 0.3
Cc1ccc(S(=O)(=O)Nc2ccc3c(c2)C(=O)N([C@@H](C)CO)C[C@H](C)[C@H](CN(C)C(=O)c2ccncc2)OCCCC[C@@H](C)O3)cc1 | 8 | 5.5 | -15 | . | 0 | -9 | 7 | 0.0
COc1ccc(-c2csc(NC(=O)c3ccccc3C(=O)O)n2)cc1 | 0 | . | . | 2 | 2 | -1 | -10 | -0.1
O=C(CCCn1c(SCc2cc(=O)n3cc(Cl)ccc3n2)nc2ccccc2c1=O)NCC1CCCO1 (stereo not drawn) | 32 | 1.8 | -1 | 3 | -2 | 3 | 14 | -0.2
Cc1nc2ncnn2c(C)c1Cc1ccc(Cl)cc1F | 4 | 0.0 | -5 | 0 | -6 | 0 | 16 | 0.1
O=C(COC(=O)c1ccc(F)cc1)Nc1ccc(Cl)cn1 | 4 | -2.0 | -7 | 0 | 1 | -3 | -10 | -0.2
Cc1cc(-c2nnc(CCC(=O)NCCc3ccccc3F)o2)no1 | 10 | 1.8 | 3 | 3 | 9 | 3 | -5 | 0.0
COCc1cc(C)n(CC(=O)Nc2c(C)cccc2C)c(=O)c1C#N | 6 | -0.2 | 7 | 0 | -12 | -6 | -3 | 0.0
CCc1nc2ccc(C(=O)NCC3CCCCC3)cn2c1N(C)C(=O)c1cccc(OC)c1 | 1 | 0.9 | . | 0 | 11 | 9 | -1 | 0.3
Cc1cc(C(=O)CCC(=O)NNC(=O)c2ccccc2O)c(C)s1 | -2 | 2.7 | 7 | 5 | -3 | -11 | -8 | 0.0
CCn1nnnc1NCc1ccc(Cl)cc1 | -4 | -3.0 | -2 | -3 | 4 | 0 | -2 | 0.0
CCOC(=O)C1CCCN(C(=O)CN2C(=O)c3ccccc3S2(=O)=O)C1 (stereo not drawn) | 3 | -2.0 | -3 | -1 | 10 | -4 | -9 | 0.0
CC(C)(C)c1ccc(C(=O)NNC(=S)NCc2ccco2)cc1 | -13 | 1.6 | 10 | 1 | 8 | 1 | 11 | 0.0
Cc1ccc(S(=O)(=O)N(CC(=O)Nc2cccnc2)c2cccc(Br)c2)cc1 | -59 | 1.0 | 0 | 6 | -4 | . | 19 | -0.2
CCCCCCN(C(=O)CCCCCN1C(=O)NC(c2ccc(-c3ccccc3)cc2)C(C(=O)OCc2ccccc2)=C1C)C(C(=O)NCCCC)c1ccc(OCC(=O)OC)c(C(=O)OC)c1 (stereo not drawn) | 4 | 1.3 | . | -10 | 13 | 6 | 19 | 0.0
CC(C)[C@H](C)NC(=O)N(C)C[C@@H]1OCc2ccccc2-c2c(n(C)c3ccccc23)C(=O)N([C@@H](C)CO)C[C@@H]1C | 9 | -1.0 | 10 | -4 | -2 | -9 | . | 0.8
O=S(=O)(N[C@@H]1CC[C@H](CCn2cc(-c3cccnc3)nn2)O[C@@H]1CO)c1ccc(F)cc1 | 2 | -2.7 | 6 | -3 | 14 | -1 | 6 | -0.2
COCC(=O)Nc1ccc2c(c1)[C@H]1C[C@@H](CC(=O)NCc3ccc4c(c3)OCO4)O[C@@H](CO)[C@H]1O2 | 3 | 4.0 | 1 | -6 | -2 | -1 | -8 | 0.5
CCC1(c2ccccc2)NC(=O)N(CC(=O)N(c2ccccc2)C2CCS(=O)(=O)C2)C1=O (stereo not drawn) | 20 | -0.2 | -4 | -2 | -4 | -2 | . | 0.1
Cc1c(C(=O)NCc2cccc([N+](=O)[O-])c2)sc(=O)n1Cc1ccc(C(C)C)cc1 | -38 | -2.6 | . | -1 | 10 | -8 | 17 | 1.0
COc1ccc(-c2sc3cc4c(cc3c2-c2ccc3c(c2)OCCO3)OCO4)cc1 | . | -0.4 | -15 | 11 | . | 6 | 10 | 0.0
CC(C)C(=O)Nc1ccc(C(=O)NNC(=S)NC(=O)c2ccco2)cc1 | 2 | -1.8 | 3 | -8 | 5 | 1 | 15 | .
COc1ccc(N(C(=O)C2CSC(=O)C2)C(C(=O)NC(C)(C)C)c2ccncc2)cc1 (stereo not drawn) | 29 | 0.9 | 12 | -1 | 1 | 1 | -3 | -0.1
O=C(O)c1ccc(-c2nc(-c3cccc(C(F)(F)F)c3)cs2)cc1 | -1 | -4.9 | -9 | 4 | -10 | 11 | 4 | 0.0
COc1ccc(N2CCN(C(=O)COc3ccc(S(=O)(=O)N4CCOCC4)cc3C)CC2)cc1 | 14 | -0.9 | 2 | 4 | 1 | 16 | 21 | 0.4
Cc1ccccc1NC(=O)CCCC(=O)c1ccccc1 | -5 | -2.3 | -10 | 1 | -2 | -2 | -25 | 0.0
CC(=O)c1cc2c(cc1NC(=O)CN1CCCCC1C)OCO2 (stereo not drawn) | 1 | -0.3 | -1 | 4 | 10 | 3 | . | .
O=C(C[C@H]1CC[C@H]2[C@@H](COC[C@H](O)CN2Cc2cc(F)ccc2F)O1)NCc1ccccc1 | -9 | -0.6 | 5 | 8 | -7 | 5 | -19 | 0.3
O=C(C(=O)N1CCC(CNC(=O)C2COc3ccccc3O2)CC1)c1cc2ccccc2o1 (stereo not drawn) | . | 1.2 | . | -9 | -4 | -4 | -7 | 0.0
CO[C@@H]1CN(C)C(=O)c2ccc(NS(=O)(=O)c3ccccc3)cc2OC[C@H](C)N(C(=O)NC(C)C)C[C@H]1C | -2 | -0.7 | -6 | 1 | 12 | 2 | . | -0.1
Cc1ccc2cc(CN(CCCN(C)C)C(=S)NCc3ccccc3)c(=O)[nH]c2c1C | -8 | -4.2 | 12 | 3 | -7 | 16 | 7 | 0.0
Cc1ccc(S(=O)(=O)NCc2cccnc2)cc1C(=O)NC1CCCCC1 | 3 | 0.2 | 3 | -5 | 8 | 1 | -3 | 0.2
CCCNC(=O)Nc1ccc2c(c1)OC[C@@H](C)N(Cc1ccc(-c3ccccn3)cc1)C[C@@H](C)[C@H](OC)CN(C)C2=O | -16 | 3.9 | 10 | 14 | 2 | -3 | 95* | 0.2
CCOC(=O)C1CCCN(C(=O)c2[nH]c(C(F)(F)F)nc2-c2ccccc2)C1 (stereo not drawn) | 12 | 1.4 | . | -7 | 0 | 6 | 5 | 0.0
